TTR transcr act = activators of transthyretin transcription | SH-SY5Y TTR promoter Gaussia luciferase, luminescence; 100% = recombinant luciferase protein wells | activation, % at 16.7 µM | hit rate 1.3% among 92,000 | AID 1117267;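 active means activation above the mean of all tested compounds plus 3 SD, cut at about 9.5% in these data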;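 further: cells exposed to compounds for one day before reading; 0% = median of all test compound wells on the plate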
* hit, by the source's call. This is a subset; count on the stated rates, not on these rows.

The first 4 compounds, to show the layout:
Results for CCCN1CCC(=O)N([C@H](COc2ccccc2)CC(C)C)CC1 ?
TTR transcr act: 3.8

Results for Cc1cc2n(n1)C(c1cn(-c3ccccc3)nc1C)Nc1ccccc1-2 (stereo not drawn) ?
TTR transcr act: 3.1

What do the screens show for `COc1ccc(N/N=C(/C(C)=O)N2CCCc3ccccc32)cc1`?
TTR transcr act: -2.3

How did CC[C@@H](C)[C@@H]1CN([C@@H](CN2CCC[C@H]2CN2C(N)=NC[C@H]2C(C)C)C(C)C)C(=N)N1CCCC1CCCC1 do in these assays?
TTR transcr act: 2.2

Results, repeating the preview:
Results for CCCN1CCC(=O)N([C@H](COc2ccccc2)CC(C)C)CC1 ?
TTR transcr act: 3.8

Results for Cc1cc2n(n1)C(c1cn(-c3ccccc3)nc1C)Nc1ccccc1-2 (stereo not drawn) ?
TTR transcr act: 3.1

What do the screens show for `COc1ccc(N/N=C(/C(C)=O)N2CCCc3ccccc32)cc1`?
TTR transcr act: -2.3

How did CC[C@@H](C)[C@@H]1CN([C@@H](CN2CCC[C@H]2CN2C(N)=NC[C@H]2C(C)C)C(C)C)C(=N)N1CCCC1CCCC1 do in these assays?
TTR transcr act: 2.2

How did O=C(CNCCC1=CCCCC1)Nc1ccccc1N1CCCCCC1 do in these assays?
TTR transcr act: 0.5

How did CC(N)c1csc(Nc2ccc(C(=O)c3ccccc3)cc2)n1 (stereo not drawn) do in these assays?
TTR transcr act: 0.1

How did CNC(=S)NNC(=O)c1sccc1OCc1ccc(Cl)cc1Cl do in these assays?
TTR transcr act: 1.2

Results for Cc1cc(C(=O)N/N=C/c2cccnc2)cs1 ?
TTR transcr act: -2.8

Results for Cc1c(-c2ccccc2)[n+](=O)c2c(n1[O-])CCCCC2 ?
TTR transcr act: -1.2

What do the screens show for `Cc1cc(NC(=O)c2ccc(Cl)cc2Cl)n(-c2ccccc2)n1`?
TTR transcr act: -3.0

Results for CCOC(=O)N1CCC(c2nc(C)sc2C(=O)O)CC1 ?
TTR transcr act: 0.5

Results for O=C(Nc1ccc2c(c1)OCCO2)NC12CC3CC(CC(C3)C1)C2 ?
TTR transcr act: -0.5

What do the screens show for `Cc1ccc(C2=NN(S(=O)(=O)c3ccccc3)C(c3ccco3)C2)cc1` (stereo not drawn)?
TTR transcr act: 8.1

Results for COCCNC(=S)N=Nc1c(O)[nH]c2c(C)cc(C)cc12 ?
TTR transcr act: 3.6

How did Cc1cc(C(=O)CN2C(=O)C(=O)N(Cc3ccccc3)C2=O)c(C)n1-c1ccc2c(c1)OCCO2 do in these assays?
TTR transcr act: 4.8

What do the screens show for `O=Cc1ccc(-c2nc3ccccc3s2)o1`?
TTR transcr act: 3.0

What do the screens show for `CC1=C(C)CC(C(=O)NC2CCCC2)C(C(=O)O)C1` (stereo not drawn)?
TTR transcr act: -0.1

How did COc1ccccc1N1CCN(C(=O)c2cc(-c3ccco3)on2)CC1 do in these assays?
TTR transcr act: -0.3

What do the screens show for `Cc1ccc(-c2cc(C(=O)N/N=C/c3c(C)nn(-c4ccccc4)c3C)[nH]n2)cc1`?
TTR transcr act: -1.3

Results for NS(=O)(=O)c1ccc(NNC(=O)c2ccccc2C(=O)O)cc1 ?
TTR transcr act: -1.3

Results for Cc1cccc(CNC(=O)Nc2nnc([C@H]3C[C@H](O)[C@@H](CO)O3)s2)c1 ?
TTR transcr act: -0.1

What do the screens show for `CCN(CC)S(=O)(=O)N1CCC(C(=O)NCCC2=CCCCC2)CC1`?
TTR transcr act: 2.3

Results for COC(=O)C[C@@H]1C[C@H]2c3cc(NS(=O)(=O)c4ccccc4)ccc3O[C@H]2[C@@H](CO)O1 ?
TTR transcr act: 0.1

What do the screens show for `Cc1ccc(S(=O)(=O)N2CCOCC2)cc1C(=O)NC(=S)N(Cc1ccccc1)C(C)C`?
TTR transcr act: 1.1

What do the screens show for `CC(C(=O)N(C)C)N1c2cccc3cccc(c23)S1(=O)=O` (stereo not drawn)?
TTR transcr act: 0.3

Results for Nc1nnn(CC(=O)N/N=C/c2cn[nH]c2-c2ccccc2)n1 ?
TTR transcr act: -1.7

How did Cc1ccc(-n2c(SCC(=O)Nc3cccc(C)c3)nc3c(oc4ccccc43)c2=O)cc1 do in these assays?
TTR transcr act: 0.5

How did O=S1(=O)CCC(NS(=O)(=O)/C=C/c2ccccc2)C1 (stereo not drawn) do in these assays?
TTR transcr act: 0.3

How did Cc1ccccc1C(=O)Nc1ccc(C(=O)NNC(=O)CCCOc2ccc(Cl)cc2Cl)cc1 do in these assays?
TTR transcr act: -0.1

What do the screens show for `CC1=C(C(=O)N(C(C)C)C(C)C)CC(CC(=O)NC2CCCC2)C(=O)N1Cc1ccc(F)cc1` (stereo not drawn)?
TTR transcr act: 2.0

What do the screens show for `O=C(Oc1cccc2ccccc12)c1cc(Cl)nc2ccccc12`?
TTR transcr act: -2.7

Results for COCCCN(C(=O)CCSc1ccc(F)cc1)c1c(N)n(Cc2ccccc2)c(=O)[nH]c1=O ?
TTR transcr act: -1.3

What do the screens show for `FC(F)(F)c1cc(-c2ccco2)nc(N2CCN(c3ccccc3)CC2)n1`?
TTR transcr act: -0.9

How did CCCCSCCCNC(=O)c1cn(C)c2ccc(S(=O)(=O)N3CCCC3)cc2c1=O do in these assays?
TTR transcr act: 0.6

How did N#Cc1cccc(NC(=O)CCN2C(=O)C3CCCCC3C2=O)c1 (stereo not drawn) do in these assays?
TTR transcr act: 1.9

Results for O=C(CSc1nc2ccc(F)cc2c(=O)n1-c1ccccc1)Nc1ccc2c(c1)CCC2 ?
TTR transcr act: 1.7

Brought forward from above: two compounds; new compounds follow.
How did N#Cc1cccc(NC(=O)CCN2C(=O)C3CCCCC3C2=O)c1 (stereo not drawn) do in these assays?
TTR transcr act: 1.9

Results for O=C(CSc1nc2ccc(F)cc2c(=O)n1-c1ccccc1)Nc1ccc2c(c1)CCC2 ?
TTR transcr act: 1.7

What do the screens show for `S=C(NCCN1CCOCC1)Nc1ccc(-c2nc3ccccc3[nH]2)cc1`?
TTR transcr act: -2.6

Results for COc1ccc(C(CNC(=O)COc2ccccc2)N2CCCCC2)cc1 (stereo not drawn) ?
TTR transcr act: -1.8

How did COc1cc(OC)cc(C(=O)OCC(=O)NCc2ccco2)c1 do in these assays?
TTR transcr act: 1.3

How did COC(=O)c1ccccc1NC(=O)COC(=O)/C=C/c1ccco1 do in these assays?
TTR transcr act: -1.1

Results for Cn1c(SCC(=O)N2c3ccccc3Sc3ccc(Cl)cc32)nnc1-c1ccco1 ?
TTR transcr act: -2.2

What do the screens show for `CC(C)=CCN1CCN(Cc2cccn2-c2nccs2)CC1CCO` (stereo not drawn)?
TTR transcr act: 1.1

Results for CCOc1ccc(NC(=O)c2cccnc2Cl)c([N+](=O)[O-])c1 ?
TTR transcr act: 4.8

Results for COC(=O)c1ccc(CNc2ccc(C(C)=O)cc2)cc1 ?
TTR transcr act: 0.8

Results for O=C(NCc1ccccc1CN1CCCC1)c1ccc(OCc2cscn2)cc1 ?
TTR transcr act: 0.2

Results for Cc1cccc(C(=O)C2CCN(S(=O)(=O)c3ccc(C(=O)O)cc3)CC2)c1 ?
TTR transcr act: 1.3

Results for COc1ccc(Cl)cc1N(C(=O)c1ccco1)C(C(=O)NC1CCCC1)c1ccncc1 (stereo not drawn) ?
TTR transcr act: 0.0

How did CC1CCCC(C)N1C(=O)Nc1cccc(Cl)c1 (stereo not drawn) do in these assays?
TTR transcr act: 4.7

Results for N/C(=N\OC(=O)C1CC1)c1ccc([N+](=O)[O-])s1 ?
TTR transcr act: -1.6

How did COC[C@@H]1CCCN1c1cccc2c1S(=O)(=O)N1CC[C@@H](C1)O2 do in these assays?
TTR transcr act: 0.7

How did Nc1ccc2nc(SCC(=O)N3CCN(c4ccccc4)CC3)sc2c1 do in these assays?
TTR transcr act: -2.8

What do the screens show for `Cc1nn(C)c(Oc2ccccc2)c1CCNS(=O)(=O)c1ccc(Cl)cc1`?
TTR transcr act: -3.2

Results for Cc1cccc(NS(=O)(=O)c2ccc(NS(=O)(=O)c3cccs3)cc2)c1 ?
TTR transcr act: -0.4

Results for CCC(=O)N1CCC1(C)C(=O)NS(=O)(=O)c1cccc(C#N)c1 (stereo not drawn) ?
TTR transcr act: -1.3

Results for COCCNc1nc(NCc2cccc(OC)c2OC)c2sccc2n1 ?
TTR transcr act: -0.3

How did CCCCC(CCc1ccccn1)C(=O)c1ccccc1 (stereo not drawn) do in these assays?
TTR transcr act: 0.1

How did CCc1ccc(OCC(=O)NC(NC(=S)Nc2ccccc2)C(Cl)(Cl)Cl)cc1 (stereo not drawn) do in these assays?
TTR transcr act: -1.8

What do the screens show for `Cc1ccc(OC(C)C)c(CN(CCO)CCO)c1`?
TTR transcr act: 2.5

Results for COC(=O)c1ccc(-c2noc(CN(Cc3ccccn3)CC3CCCO3)n2)cc1 (stereo not drawn) ?
TTR transcr act: -1.8

Results for COc1cc(C(=O)N2CCOC23CCN(Cc2ccccc2)CC3)cc(OC)c1OC ?
TTR transcr act: 1.1

How did Cn1c(SCC(=O)c2ccc3c(c2)Cc2ccccc2-3)nnc1-c1cccc(N)c1 do in these assays?
TTR transcr act: -2.1

Results for Cc1csc(NC(=O)CCc2ccc(S(=O)(=O)N3CCOCC3)cc2)n1 ?
TTR transcr act: -1.1

Results for c1ccc2oc(-c3[nH]ncc3CN3CCC(N4CCSCC4)CC3)cc2c1 ?
TTR transcr act: -0.2

Results for O=C(NCc1ccc(Cl)cc1Cl)c1ccccn1 ?
TTR transcr act: -0.3

Results for CC1(C)CC(=O)CC(C2(O)C(=O)N(Cc3ccccc3)c3ccccc32)O1 (stereo not drawn) ?
TTR transcr act: -4.0

Results for COc1ccc(C(=O)N2CCC(C(=O)Nc3ccc4c(c3)OCO4)CC2)cc1 ?
TTR transcr act: 0.2

Results for COC(=O)CC1C(=O)NCCN1C(=O)c1oc2c(C)c(C)ccc2c1C (stereo not drawn) ?
TTR transcr act: 2.6

Results for c1ccc(CN2CCN(c3ncnc4sccc34)CC2)cc1 ?
TTR transcr act: -4.8

Results for Cc1nnsc1SC(C)C(=O)O (stereo not drawn) ?
TTR transcr act: 1.5

What do the screens show for `O=C(Nc1ccc(Cl)cc1)C1CCCN(c2cnccn2)C1` (stereo not drawn)?
TTR transcr act: -2.7

Results for COCCCNC(=S)NNC(=O)c1ccc2c(c1)OCO2 ?
TTR transcr act: 2.2

How did OCC(O)CN1CCCC1 (stereo not drawn) do in these assays?
TTR transcr act: -1.2

What do the screens show for `COc1ccc(NC(=O)C2C3CCC(C3)C2C(=O)O)cc1OC` (stereo not drawn)?
TTR transcr act: -0.5

How did Cc1ccc2c(n1)sc1c(-c3ccccc3)c(C#N)c(N)nc12 do in these assays?
TTR transcr act: 0.4

What do the screens show for `c1ccc(Cn2nnnc2CN2CCN(c3ncccn3)CC2)cc1`?
TTR transcr act: 0.1

What do the screens show for `CCn1c(SCC(=O)Nc2oc(C)c3c(C)n[nH]c(=O)c23)nnc1-c1ccco1`?
TTR transcr act: -0.1

How did COc1ccc(Br)cc1/C=N/Nc1cccc(C(=O)O)c1 do in these assays?
TTR transcr act: 3.4

How did COc1ccc(CC(=O)OCCN(C)C)cc1 do in these assays?
TTR transcr act: -1.1

Results for NS(=O)(=O)c1ccc(CNC(=O)CCCSc2ccccc2)cc1 ?
TTR transcr act: 0.6

What do the screens show for `O=C(Cc1cccs1)N1CCN(S(=O)(=O)c2ccccc2)CC1`?
TTR transcr act: 1.1

How did O=[N+]([O-])C(/C=C(/Cl)[N+](=O)[O-])=C(N1CCCCC1)N1CCCCC1 do in these assays?
TTR transcr act: 0.9

What do the screens show for `COCCOC(=O)N(C)C[C@@H]1OCCCC[C@H](C)Oc2ccc(NC(=O)Nc3ccccc3)cc2C(=O)N([C@@H](C)CO)C[C@H]1C`?
TTR transcr act: 1.8

How did COc1ccc(NC(=O)CCNC(=O)Cn2ccc3ccccc3c2=O)cc1Cl do in these assays?
TTR transcr act: 0.3

What do the screens show for `CC1CCCC(NS(=O)(=O)c2ccc3c(c2)OCCO3)C1C` (stereo not drawn)?
TTR transcr act: 5.3

Looked up one by one from above (3):
Results for NS(=O)(=O)c1ccc(CNC(=O)CCCSc2ccccc2)cc1 ?
TTR transcr act: 0.6

What do the screens show for `O=C(Cc1cccs1)N1CCN(S(=O)(=O)c2ccccc2)CC1`?
TTR transcr act: 1.1

What do the screens show for `CC1CCCC(NS(=O)(=O)c2ccc3c(c2)OCCO3)C1C` (stereo not drawn)?
TTR transcr act: 5.3

(cont.)
How did CSc1nc(-c2ccccc2)cn1-c1ccc(NC(C)=O)cc1 do in these assays?
TTR transcr act: 4.6

Results for O=[N+]([O-])c1ccc(N2CCCCC2)cc1 ?
TTR transcr act: -0.4

How did CCCCCCCCN1C(=O)[C@@H](CC(=O)N2CCN(C(=O)c3ccco3)CC2)C[C@@]2(C(=O)OC)C1=C[C@H](C(C)C)O[C@@H]2C1CC1 do in these assays?
TTR transcr act: -2.2

How did COc1cc2c(cc1OC)CN(C(=O)c1ccc(OC)c([N+](=O)[O-])c1)CC2 do in these assays?
TTR transcr act: 8.0

What do the screens show for `COc1cc2cc(Oc3ccc4ccc(=O)oc4c3)c(=O)oc2cc1O[C@@H]1O[C@H](CO)[C@@H](O)[C@H](O)[C@H]1O`?
TTR transcr act: -1.4

How did O=C(Nc1cccc(Cn2cccn2)c1)c1cc2c(s1)CCCC2 do in these assays?
TTR transcr act: -0.5

Results for OCCC1CN(Cc2c(F)cccc2Cl)CCN1C1CCCCC1 (stereo not drawn) ?
TTR transcr act: 2.4

How did CCc1ccc(NC(=O)c2ccc3nc(N)sc3c2)cc1 do in these assays?
TTR transcr act: 1.6

How did C/C(=N\Nc1nc(-c2ccccc2O)nc2ccccc12)c1ccccc1 do in these assays?
TTR transcr act: -0.9

Results for CN(C(=O)c1ccc(NC(=O)Cc2ccc(NC(=O)C3CCN(C(=O)C4CC4)CC3)cc2)cc1)C1CC1 ?
TTR transcr act: -0.9

What do the screens show for `COc1ccc(CCC(C)NC2C3CC4CC(C3)CC2C4)cc1` (stereo not drawn)?
TTR transcr act: 4.7

How did Cc1ccc(CNC(=O)Cc2nc3nc(C)cc(C)n3n2)cc1 do in these assays?
TTR transcr act: -1.4

Results for COc1ccc(OCC(=O)Nc2ccc3c(c2)CCC3)cc1 ?
TTR transcr act: -0.7

How did CN1C[C@H]2CON(C)[C@H]2C[C@H]1c1cccc(N2CCOCC2)c1 do in these assays?
TTR transcr act: 0.9

What do the screens show for `CCCc1nc2n[nH]c(N)c2c2c1COC(C)(C)C2`?
TTR transcr act: -1.1

Assay outcomes (PubChem BioAssay)
